High-throughput results (PubChem)
PfHsp90 yeast 2 = inhibits growth of yeast expressing Plasmodium falciparum Hsp90; S. cerevisiae expressing PfHsp90, BacTiter-Glo ATP, 48 h; yeast lacking PDR1 and PDR3 efflux regulators; inhibition, % at 9.4 µM; 310,000 compounds, 0.32% hits; AID 504621;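 active = every replicate shows inhibition above about 80%, whatever the replicate mean, limit read from the data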;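 note: 0% = DMSO neutral controls and 100% = 20 µM radicicol positive controls; yeast relying on Plasmodium falciparum Hsp90 in place of its own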
AddAB inh = less growth of phage-infected E. coli with AddAB | E. coli expressing H. pylori AddAB, absorbance growth | inhibition, % at 11.9 µM | 330,000 compounds, 0.29% hits | AID 435030; in the data active = inhibition above about 12%;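 note: 0% = vehicle wells of infected cells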
Pemphigus Ab inh = human desmoglein-3 autoantibody binding inhibition; DSG3-coupled beads, scFv-anti-DSG3-GFP binding, flow cytometry; active compounds read low; binding (percent of control), % at 10 µM; P32926; 310,000 compounds, 0.48% hits; AID 588358;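 active = binding more than 3 SD below its plate's average and above zero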;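 note: hits lower antibody fragment binding to DSG3; some compounds called inactive have numbers as strong as hits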
Target sequence (P32926 whole entry, looked up, the tested form may be a part): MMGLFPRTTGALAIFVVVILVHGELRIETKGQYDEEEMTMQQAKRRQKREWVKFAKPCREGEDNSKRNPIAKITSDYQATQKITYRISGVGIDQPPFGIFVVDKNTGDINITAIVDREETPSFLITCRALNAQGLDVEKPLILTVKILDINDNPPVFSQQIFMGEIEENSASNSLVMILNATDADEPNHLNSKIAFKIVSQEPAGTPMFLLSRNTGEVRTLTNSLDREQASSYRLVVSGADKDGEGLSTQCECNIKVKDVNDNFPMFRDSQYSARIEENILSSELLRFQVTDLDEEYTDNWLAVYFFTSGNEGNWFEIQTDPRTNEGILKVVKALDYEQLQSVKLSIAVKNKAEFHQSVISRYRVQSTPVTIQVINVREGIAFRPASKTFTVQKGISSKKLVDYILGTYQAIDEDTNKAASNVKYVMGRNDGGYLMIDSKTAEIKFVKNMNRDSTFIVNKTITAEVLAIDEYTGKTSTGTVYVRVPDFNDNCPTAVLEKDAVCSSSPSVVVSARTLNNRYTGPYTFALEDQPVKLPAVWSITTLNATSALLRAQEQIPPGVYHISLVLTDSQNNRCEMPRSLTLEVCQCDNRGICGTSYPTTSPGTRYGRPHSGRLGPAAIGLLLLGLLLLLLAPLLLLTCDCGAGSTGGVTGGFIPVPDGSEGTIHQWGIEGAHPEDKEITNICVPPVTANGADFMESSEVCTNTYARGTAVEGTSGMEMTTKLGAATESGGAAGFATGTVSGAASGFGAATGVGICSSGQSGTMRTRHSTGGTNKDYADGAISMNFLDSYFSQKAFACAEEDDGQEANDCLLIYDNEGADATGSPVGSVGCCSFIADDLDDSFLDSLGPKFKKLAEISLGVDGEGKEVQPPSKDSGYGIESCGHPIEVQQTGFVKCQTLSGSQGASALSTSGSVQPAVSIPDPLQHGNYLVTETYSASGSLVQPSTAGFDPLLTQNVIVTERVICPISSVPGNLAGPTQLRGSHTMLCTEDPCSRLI
OPRM1-OPRD1 ag = OPRM1-OPRD1 heterodimerization agonism; P35372+P41143; cells, luminescence; activation, % at 9.3 µM; 340,000 compounds, 0.3% hits; AID 504326; in the data active = activation above about 18%;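 note: 0% = vehicle-treated cells and 100% = reference agonist; values of inactives mirror those of a sister screen read the other way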
Ecoli viability = bacterial growth inhibition, counter-screen for AddAB inhibitors. 330,000 compounds, 0.27% hits. E. coli V3065 growth, OD600 absorbance, 18 h. inhibition, % at 11.9 µM;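 active = inhibition above the campaign's mean inhibition across all tested compounds plus 3 SD, cut at about 9.9% in these data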;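 note: uninfected addAB+ strain grown without phage in ampicillin broth; 0% = DMSO wells and 100% = ciprofloxacin 0.95 µg/ml wells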
SUMO Mot1 rescue = SUMOylation pathway inhibition by Mot1-301 growth rescue. S. cerevisiae Mot1-301 growth rescue, ATP luminescence, 38.5C; percent above DMSO median, 100 means doubled. growth rescue, % at 18.8 µM. 320,000 compounds, 1% hits. AID 2716;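 active = every valid replicate shows activation above 250% relative to neutral control wells; inactive = the rest, any valid replicate at or below 250%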;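 note: OY570 slx delta 5 strain wells were the positive control but not used for scaling; some compounds called inactive have numbers as strong as hits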
OPRM1-OPRD1 inv = inverse agonist of human OPRM1-OPRD1 heterodimerization; inhibition, % at 9.3 µM; 340,000 compounds, 0.21% hits; P35372+P41143; AID 504357; cell-based MOR-DOR heterodimer luminescence, inverse agonism; in the data active = inhibition above about 22%, passing the limit was not always enough;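 note: 0% = cells with DMSO and 100% = wells without cells with DMSO; values of inactives mirror those of a sister screen read the other way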
Tat transport = inhibitors of E. coli Tat protein transport. E. coli MC4100 TorA-mCherry Tat export, fluorescence. 340,000 compounds, 0.036% hits. AID 488895. inhibition, % at 10 µM;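 active = mean replicate inhibition at least 50% and at least half of replicates individually reaching 50%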;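 note: exported cargo escapes ClpAP degradation while cytoplasmic cargo is degraded and loses fluorescence; 0% = median of neutral control wells and 100% = median of NaSCN control wells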
PKA-R1A activ = PKA-R1A complex activation | 340,000 compounds, 0.083% hits | AID 504707 | activation, % at 11.4 µM | PKA-R1A dissociation, Cy5-IP20 fluorescence polarization; scaled: DMSO 0%, 113 µM cGMP 100% | P00514+P68181;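 active = percent activation above the mean of all tested compounds plus 3 SD, cut at about 19% in these data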;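 note: higher means more PKAc released from R1A so a rise in polarization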
phage Ecoli inh = E. coli growth loss with phage present | AID 651602 | 360,000 compounds, 0.26% hits | inhibition, % at 11.9 µM | growth absorbance; in the data active = inhibition above about 11%
Arrestin-AP2 inh = blocks beta-arrestin peptide binding to AP2 adaptin; 340,000 compounds, 0.31% hits; inhibition, % at 10 µM; FITC-arrestin peptide / GST-AP2 beads, flow cytometry; AP2 beta2 appendage carries R879A mutation;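 active = inhibition above a set limit, near 3 SD of compounds lacking own fluorescence, cut at about 54% in these data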;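 note: plate controls were DMSO wells for no effect and 5 µM unlabelled arrestin peptide for full effect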
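System: GST-AP2 R879A bound to glutathione beads, E. coli-expressed. Also added: 50 nM FITC-arrestin peptide. Schedule: compound with beads 12 min RT, then probe 1 h RT. Signal: bead flow cytometry, FITC channel. Read-out basis: percent response.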
* = called active by the depositor; · = no result given.

compound | SUMO Mot1 rescue | Arrestin-AP2 inh | OPRM1-OPRD1 inv | PfHsp90 yeast 2 | phage Ecoli inh | AddAB inh | Ecoli viability | Pemphigus Ab inh | Tat transport | OPRM1-OPRD1 ag | PKA-R1A activ
COc1ccccc1C(=O)N/C(=C\c1ccc2c(c1)OCO2)C(=O)NCCc1nc2ccccc2[nH]1 | -17 | 10 | 6 | -39 | 1.6 | 3.3 | -1.1 | 108 | 6 | -1.1 | 2
O=C(Cn1c(=O)cnc2ccccc21)Nc1ccccc1N1CCOCC1 | 13 | 32 | -8 | -5 | 1.3 | 0.8 | 3.1 | 101 | -4 | 2.0 | 3
O=S(=O)(N/N=C1\CC(c2ccccc2)Oc2ccccc21)c1ccccc1 (centres undefined) | -1 | 10 | 1 | -16 | 3.2 | 0.9 | -1.5 | · | -3 | -0.2 | -2
CCCOc1ccc(Cl)cc1CN1CCOCC1 | 0 | 2 | 14 | -11 | 4.3 | 3.5 | -2.2 | · | -18 | -2.8 | -2
CC(=O)c1ccc(S(=O)(=O)N2CCN(C(=O)CCC3CCCC3)CC2)cc1 | · | 14 | 1 | -4 | 2.2 | · | · | 81 | -11 | -0.1 | 0
CCCC(CNC(=O)COC(=O)C1=NNC(=O)CC1)c1ccc(Cl)cc1Cl (centres undefined) | 2 | -4 | 7 | -20 | 3.2 | -0.7 | 1.9 | 85 | 6 | -1.4 | -15
Cc1cc2ncn(S(=O)(=O)N3CCOCC3)c2cc1C | 4 | 24 | 1 | -8 | 1.8 | 3.0 | 1.4 | 102 | 8 | -0.1 | -15
Cc1ccccc1C(=O)N1CCC(C(=O)NCCc2ccc(S(N)(=O)=O)cc2)CC1 | 11 | -12 | 4 | -18 | -0.8 | 2.3 | -1.4 | · | -2 | -0.6 | 3
Cc1c(N=Cc2ccc(-c3ccc(Cl)cc3)o2)c(=O)n(-c2ccccc2)n1C | -3 | -9 | 4 | -11 | 2.4 | 3.9 | 3.1 | · | -13 | -1.0 | -8
Fc1ccc(Oc2ccc3nnc(C(F)(F)F)n3n2)cc1 | 3 | -9 | -6 | -71 | 3.4 | 0.3 | -1.3 | 98 | -2 | 1.3 | -3
COc1ccc(C(C(=O)NC2CCCC2)N(C(=O)CNC(=O)c2ccco2)c2cccnc2)cc1 (centres undefined) | -17 | 1 | -1 | -30 | 0.1 | 0.4 | -2.7 | 100 | -4 | 0.2 | 5
CCCN1C(=O)C(NC(C)=O)c2cc(OC)ccc21 (centres undefined) | 6 | 1 | 17 | 5 | 2.8 | 2.8 | 0.7 | 98 | -5 | -3.6 | -8
c1csc(-c2nnc3ccccn23)c1 | -11 | -2 | 7 | · | 0.0 | 4.5 | 3.2 | 122 | -9 | -1.4 | 11
NS(=O)(=O)c1ccc(NC(=S)NC2CC2)cc1 | 691* | 3 | 14 | -5 | 2.8 | 3.9 | 1.9 | 104 | -6 | -2.6 | -6
COc1cc(S(=O)(=O)NCc2ccccn2)ccc1Cl | -16 | 17 | 6 | -4 | -0.5 | 1.5 | -0.4 | 87 | 3 | -1.4 | 0
Nc1cc2nn(-c3ccccc3)nc2cc1Cl | · | -1 | -30 | 6 | 2.3 | · | · | 100 | -20 | 6.6 | 12
O=Cc1ccc(-c2ccccc2OC(F)(F)F)o1 | -9 | 27 | 3 | 10 | 3.1 | 0.4 | -1.3 | 108 | -2 | -0.6 | -7
CCOC(=O)c1ccc(Oc2c(C)oc3c(CN4CCN(C)CC4)c(O)ccc3c2=O)cc1 | 357* | 5 | 23 | 7 | 2.3 | -1.9 | -2.4 | 107 | -2 | -4.2 | -11
Cc1ccc(CN(Cc2cccnc2)C(=S)Nc2cccc(Cl)c2C)cc1 | 2 | 7 | -10 | -1 | 0.8 | -2.3 | -0.4 | 100 | 3 | 2.1 | 6
NS(=O)(=O)c1ccc(N2N=C(c3ccccc3)CC2c2ccc(F)cc2)cc1 (centres undefined) | -10 | -15 | -50 | -2 | 2.5 | 3.4 | 4.1 | 99 | 18 | 8.4 | -22
O=C(CSc1nnc(-c2ccc(C(F)(F)F)cn2)s1)c1ccccc1 | -9 | -5 | 11 | 25 | 1.6 | 1.9 | -0.3 | · | -2 | -2.1 | 12
COc1cc2cc(CCCOC(=O)CCCC(=O)O)oc(=O)c2cc1OC | -13 | 28 | 9 | 4 | 2.0 | -0.9 | -4.4 | 95 | -5 | -1.6 | -7
Cc1ccc(NC(=O)C(=O)NCC2CCCO2)cc1 (centres undefined) | -12 | 2 | 13 | 17 | 4.7 | 2.7 | -1.2 | 94 | 8 | -2.6 | 1
CCN(CC(=O)NCc1ccc(Cl)cc1)C(=O)C(C)Sc1ccccc1 (centres undefined) | -18 | -15 | -5 | -9 | -0.9 | 4.8 | 2.0 | 113 | -1 | 0.9 | -9
O=Cc1ccccc1OS(=O)(=O)c1ccccc1 | 20 | -1 | 15 | 8 | 2.2 | 0.5 | -1.2 | 75 | -7 | -3.0 | 1
CC1=NN(c2ccccc2)C(=O)C1C(=O)c1cc([N+](=O)[O-])cc([N+](=O)[O-])c1 (centres undefined) | -21 | 29 | -23 | · | -0.8 | -0.5 | -0.4 | 114 | -4 | 4.9 | 5
COc1ccc(Cn2cc(F)c(=O)n(CCC(C)C)c2=O)cc1[N+](=O)[O-] | 201 | 1 | -28 | -17 | 1.9 | 1.5 | 2.8 | 114 | 1 | 4.9 | 3
Cc1ccc(NC(=O)CCn2c(=O)[nH]c3ccsc3c2=O)cc1C | -4 | 25 | -7 | 24 | 0.2 | 4.8 | 1.6 | · | -2 | 0.9 | -3
CC(C)c1ccc(OCC(=O)NCc2ccco2)cc1 | 7 | 9 | 6 | 7 | 2.4 | -1.5 | 0.6 | 80 | -1 | -1.1 | -10
Cc1cccc(-n2nnc(C(=O)NC3CCCc4ccccc43)c2N)c1 (centres undefined) | 25 | -7 | -7 | -8 | -1.5 | 1.0 | 2.1 | 103 | -4 | 1.1 | -4
CCOC(=O)/C=C/C(=O)Nc1nccs1 | -11 | -1 | 15 | 19 | 5.5 | 1.0 | -2.5 | 118 | 10 | -2.7 | -6
COc1ccccc1NC(=O)c1ccc(S(=O)(=O)N(C)c2ccccc2OC)cc1 | 8 | 3 | 15 | 1 | 7.4 | -0.3 | -1.1 | · | 15 | -4.0 | 4
O=C(NCCc1ccccc1)C1CCN(C(=O)c2ccc([N+](=O)[O-])cc2)CC1 | 2 | 29 | 17 | 0 | 1.9 | 5.0 | -0.5 | 95 | -1 | -3.5 | 13
CN(C)S(=O)(=O)c1cc(NC(=O)COC(=O)CCSc2ccc(Cl)cc2)ccc1Cl | 18 | -3 | -41 | -23 | 1.6 | -1.6 | -1.6 | 101 | -4 | 8.1 | -10
CCOc1ccccc1OCCCC(=O)N1CCN(S(=O)(=O)c2ccc(C)cc2C)CC1 | 0 | 11 | -17 | -11 | 0.5 | -1.2 | 0.2 | 101 | 8 | 4.3 | 7
C=CCNC(=S)N1CCN(c2ncc(C(F)(F)F)cc2Cl)CC1 | 4 | 0 | 4 | -1 | 0.4 | 7.4 | 2.7 | 105 | 4 | -0.8 | -11
CC(C)(CO)CNC(=O)CCc1nnc(Cc2ccc(-c3ccccc3)cc2)o1 | -2 | 11 | 4 | · | 1.9 | 4.1 | -1.5 | 111 | -3 | -0.7 | 6
Cc1ccc(NC(=O)c2ccc3c(c2)NC(=O)CS3)nc1 | -14 | 20 | 15 | -19 | 6.4 | 0.9 | 1.5 | 97 | -8 | -2.3 | 4
COc1cccc(-c2cc(C(F)(F)F)nc(-n3cccn3)n2)c1 | -12 | -3 | -2 | 58 | 1.1 | 1.1 | -1.2 | · | 1 | 0.3 | 1
Cc1cc(C(=O)NCCN2CCCCC2C)n(-c2ccccc2)n1 (centres undefined) | -30 | -4 | 1 | 6 | 3.3 | -0.3 | 3.4 | 149 | -3 | -0.1 | 7
Cc1cccc(/C=C/c2nc3ccccc3c(=O)n2Cc2ccccc2)c1 | -1 | 12 | 22 | 29 | 2.6 | 3.8 | 1.6 | 88 | -4 | -4.3 | 3
Clc1ccccc1Cn1nnc2c(N3CCCC3)ncnc21 | -2 | 6 | 10 | -3 | -0.9 | -0.9 | 0.2 | 99 | 0 | -1.9 | 14
COc1ccc(-c2cc(C(=O)Nc3cccnc3)no2)cc1OC | 57 | 0 | 3 | 0 | 0.6 | 3.9 | 3.0 | · | -3 | -0.5 | 0
NC1=C([N+](=O)[O-])C(c2ccc(F)cc2)C2=C(CCCC2=O)O1 (centres undefined) | · | -6 | -22 | 1 | 3.1 | 1.2 | 1.6 | 106 | -5 | 3.1 | -9
COc1ccc(NC(=O)CN2CCCCCC2)cc1OC | 11 | -8 | 11 | -3 | 0.7 | 1.7 | -0.6 | 99 | 0 | -1.7 | -6
Clc1ccc(-n2nnnc2CN2CCCCC2)cc1Cl | 440 | 1 | -40 | -41 | 2.0 | 3.1 | 0.1 | 102 | -2 | 9.1 | -7
COc1ccc([N+](=O)[O-])cc1-c1nc2ccccc2nc1-c1ccccc1 | 13 | 6 | 11 | -35 | 1.0 | 2.0 | -0.4 | 125 | 2 | -2.2 | 4
O=C(CSc1nc(O)cc(=O)[nH]1)Nc1ccc2c(c1)CCC2 | -5 | 15 | 4 | 28 | 1.3 | 0.5 | -0.9 | 97 | -8 | -0.8 | -5
COC(=O)CCc1nc2ccccc2[nH]c1=O | -2 | 0 | 12 | 15 | 0.8 | 2.2 | 0.2 | 96 | 3 | -2.8 | 2
Cc1ccc(-n2c(Cl)c(Cl)[nH]c(=O)c2=O)cc1 | -7 | 2 | 13 | 10 | 2.0 | 4.3 | 0.3 | 90 | -4 | -2.6 | -3
CC#CCN1c2ccccc2[C@]23C[C@@H](C(=O)OC)N(C(=O)c4cc(C)oc4C)C2=NC(C(=O)OC)=C(C(=O)OC)[C@H]13 | 26 | 1 | 12 | · | 2.0 | 5.2 | 1.5 | 103 | 0 | -2.1 | -13
Cc1ccc(S(=O)(=O)CC(=O)Nc2nccs2)cc1 | 6 | 20 | 8 | -19 | -1.2 | 0.2 | -0.5 | 97 | 6 | -1.3 | -5
O=C1c2ccccc2-c2c1c1ccccc1c(=O)n2CCO | · | 18 | 18 | -23 | 1.2 | · | · | 97 | 5 | -3.5 | -4
COc1ccc(S(=O)(=O)N2CCOCC2)cc1NC(=O)Cc1c(F)cccc1Cl | -3 | 6 | 4 | 17 | 6.1 | -0.1 | -4.6 | 97 | -2 | -1.0 | 3
